# Screening data deposited in PubChem by several laboratories.
# MgcRacGAP inhibition: MgcRacGAP GTPase-activating activity inhibitors, confirmation, biochemical, ADP Hunter fluorescence; MgcRacGAP-stimulated Rac1 GTP hydrolysis, ADP Hunter fluorescence; higher % means a stronger effect; GST-tagged Rac1 F28L mutant substrate; one-dose inhibition, % at 30 µM; IC50 in µM for titrated hits; 340,000 compounds, 0.6% hits; AID 624330;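 active = first-screen hits whose inhibition reached a set limit at any dose in the follow-up dose series; inconclusive = inhibition above the set first-screen limit but never retested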;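 note: fluorescence reports GDP produced by GAP-driven GTP hydrolysis; strong numbers were not always called active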
# Salmonella PhoP GFP: PhoP-dependent GFP reporter repression – Salmonella Typhimurium, primary screen (AID 1863); S. Typhimurium PhoP-regulated promoter GFP reporter, 4 h; higher % means a stronger effect; 300,000 compounds, 0.16% hits; inhibition, % at 50 µM, or IC50 in µM where a hit was titrated;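 active = inhibition over 29.93%, a cutoff 3 SD above the screen mean, later confirmed by dose response; inconclusive = inhibition over 29.93% but no dose response follow-up; inactive = inhibition at most 29.93% or unconfirmed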;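 note: 0% = low Mg2+ inducing control and 100% = high Mg2+ repressing control; strong numbers were not always called active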
# Large T inhibition: TAg ATPase/helicase activity blockers – biochemical (AID 1903) | one-dose inhibition, % at 20 µM; IC50 in µM for titrated hits | 310,000 compounds, 0.39% hits | SV40 large T antigen ATPase/helicase inhibition assay; higher % means a stronger effect; in the data active = a potency from the dose series; inconclusive = inhibition mostly from about 32% at the one dose, without a potency; inactive = the rest, 99 in 100 with inhibition below about 32%; note: strong numbers were not always called active
# NTR1 agonist: agonists of NTR1, primary screen, imaging, U2OS cells, beta-arrestin-GFP, high content (AID 493036). P30989. activation, % at 20 µM. 330,000 compounds, 0.17% hits. NTR1-U2OS beta-arrestin-GFP spot imaging, agonist mode;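 active = activation at or above 40% of the spot to cytoplasm intensity ratio, with at least 20 cells analyzed; inconclusive = wells under 20 cells, flagged as cytotoxic or low count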;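 note: 0% = DMSO without peptide and 100% = 100 nM NTR1 peptide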
# Target sequence (P30989 whole entry, looked up): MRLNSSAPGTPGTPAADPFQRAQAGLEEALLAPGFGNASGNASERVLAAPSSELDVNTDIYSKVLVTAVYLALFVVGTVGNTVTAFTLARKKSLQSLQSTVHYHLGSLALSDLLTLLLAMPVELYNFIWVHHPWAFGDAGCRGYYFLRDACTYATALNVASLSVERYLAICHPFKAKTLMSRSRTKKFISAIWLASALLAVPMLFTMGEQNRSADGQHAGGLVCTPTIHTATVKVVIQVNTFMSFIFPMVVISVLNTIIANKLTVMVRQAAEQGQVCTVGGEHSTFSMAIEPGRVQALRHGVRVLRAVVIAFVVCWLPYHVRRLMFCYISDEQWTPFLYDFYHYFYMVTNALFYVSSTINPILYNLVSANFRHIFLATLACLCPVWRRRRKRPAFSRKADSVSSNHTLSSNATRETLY
# UTI89 phage lysis: protection from phage-mediated lysis, alamar blue read-out – E. coli UTI89, K1F phage, bacterial capsule biogenesis inhibitors (AID 488966). E. coli UTI89 K1F phage lysis, alamar blue, 2 h; higher % means a stronger effect. inhibition, % at 100 µM; hits with a dose series show IC50 in µM. 340,000 compounds, 0.02% hits;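 active = phage lysis inhibition, versus mean bacterial control, above a set limit; inconclusive = no clear call, values can overlap the other calls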;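 note: capsule biogenesis inhibitors block K1F phage lysis so surviving cells raise fluorescence; higher fluorescence means more inhibition of phage lysis; actives were called in the ten point dose series up to 300 µM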
# RSV CPE inhibition: RSV antiviral activity via CPE protection, HEp-2 cells, primary 10 µM value included (AID 2391). HEp-2 cells, RSV-induced CPE inhibition; higher % means a stronger effect. CPE inhibition, % at 10 µM, or IC50 in µM where a hit was titrated. 310,000 compounds, 0.13% hits; in the data active = a potency from the dose series; inconclusive = CPE inhibition mostly from about 23% at the one dose, without a potency; inactive = the rest, 99 in 100 with CPE inhibition below about 21%; note: strong numbers were not always called active
# T cell modulator: T cell immune modulation candidate | 2C CD8+ T cell-vesicle binding, flow cytometry; active compounds read low | calls only at 7 µM | 330,000 compounds, 0.068% hits | AID 2052;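 active = response, share of CD8 T cells binding vesicles, and their 90th percentile fluorescence all below set limits, cut at about 80% in these data, passing the limit was not always enough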
#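 Also added: QL9-peptide-loaded Drosophila micro-vesicles bearing Ld, ICAM-1 and B7-1; Test system: purified 2C TCR transgenic mouse naive CD8+ T cells; Measured by: cytometric PE anti-B7-1 and Alexa647 anti-CD8 signals after 1% paraformaldehyde fixation; Timing: binding step 1.5 h, 37 °C, antibody labelling 20 min, ice.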
# West Nile virus CPE: inhibition of WNV-induced cytopathic effect – cell-based, CPE readout (AID 1621). West Nile virus-infected cells, CPE inhibition; higher % means a stronger effect. one-dose CPE inhibition, % at 10 µM; IC50 in µM for titrated hits. 290,000 compounds, 0.02% hits; in the data active = a potency from the dose series; inconclusive = CPE inhibition mostly from about 3.7% at the one dose, without a potency; inactive = the rest, 99 in 100 with CPE inhibition below about 2.2%; note: strong numbers were not always called active
# Dengue-2 NS5 capping: flavivirus cap methylation enzyme inhibition – biochemical, confirmation dose response, primary screen (AID 588689); Dengue-2 NS5 methyltransferase capping enzyme assay, biochemical; higher % means a stronger effect; inhibition, % at 25 µM, or IC50 in µM where a hit was titrated; 340,000 compounds, 0.3% hits; in the data active = a potency from the dose series; inconclusive = inhibition above about 29% without an active follow-up result
# T cell modulator vesicle-bound %: also measured in T cell modulator; calls as there; double positive events, %; measured here: CD8+ vesicle-bound cell fraction;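 binding gate set so that unloaded-vesicle control wells show 10% double positive cells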
# NTR1 agonist cell count 20 µM: second read-out of NTR1 agonist, no call of its own (marks repeat the call); cell count; measured here: cell count, cytotoxicity flag
# Dengue-2 NS5 capping pilot replicate: further read-out of Dengue-2 NS5 capping, marked with its call; inhibition, %; measured here: pilot screen replicate inhibition
# * marks the source's active call; other numbers are inactive results; i = inactive; ? = inconclusive; . = no result given; [ ] = dose if it differs, or a comment. The order is random; 1.5% or so of the library scored in one or more.
SMILES,MgcRacGAP inhibition,Salmonella PhoP GFP,Large T inhibition,NTR1 agonist,NTR1 agonist cell count 20 µM,UTI89 phage lysis,RSV CPE inhibition,T cell modulator,T cell modulator vesicle-bound %,West Nile virus CPE,Dengue-2 NS5 capping,others
O=C(c1ccc(COc2ccccc2Cl)o1)N1CCCC1,3%,-8%,5%,1.2,58,1.9%,5.9%,i,32,-0.9%,-6%,
COc1ccc(CCNC(=O)CSc2nnc(NC(C)=O)s2)cc1OC,-1%,6%,1%,-0.3,40,0.1%,0.6%,i,55,0.0%,6%,
CN(C)C1=NC[C@H](Cc2ccccc2)N1CC1CCCCC1,4%,.,-8%,-4.3,85,5.8%,0.8%,i,16,.,-7%,
COC(=O)c1cc(S(=O)(=O)N2CCC(c3ccccc3)C2)c[nH]1 (centres undefined),9%,-10%,9%,0.2,47,0.5%,15%,i,27,0.0%,5%,
CCC(OC(=O)CCc1nc2ccccc2[nH]c1=O)C(=O)c1ccccc1 (centres undefined),7%,17%,8%,-0.7,95,0.0%,0.6%,i,12,0.8%,-7%,Dengue-2 NS5 capping pilot replicate=-7.6
C/C=C\C=C/C(=O)Nc1cccc(C2=NOC3(C2)C[C@H](C(N)=O)N(C(=O)CC)C3)c1 (some centres undefined),9%,5%,12%,-1.4,100,0.0%,2.2%,i,29,0.2%,-16%,
COc1cc(NC(=O)c2ccc(C)cc2)c(OC)cc1NC(=O)CN1CCOCC1,11%,1%,-1%,-0.3,41,-0.8%,2.8%,i,30,0.7%,0%,
CCOc1ccc(CNCCc2ccc(S(N)(=O)=O)cc2)cc1,4%,-5%,2%,-0.3,61,-0.6%,-2.2%,i,45,-0.2%,-12%,
O=C(c1ccccc1)c1cccn1CC(=O)N1CCN(c2ccc(F)cc2)CC1,9%,-1%,4%,0.1,46,1.0%,-0.3%,i,35,0.3%,-4%,
Cc1cc(C)c(-c2csc(NC(=O)/C=C/c3cccs3)n2)c(C)c1,10%,6%,8%,5.8,60,2.7%,1.6%,i,47,26%,-3%,
Cc1cc(NC(=O)Cn2nnc3sc4c(c3c2=O)CCCC4)no1,5%,-9%,12%,3.2,62,1.1%,-1.3%,i,8,.,-1%,
CC(=O)Nc1ccc(NC(=O)CSc2nc3ccccc3o2)cc1,-7%,-5%,6%,0.5,65,-0.1%,1.5%,i,47,1.1%,8%,
COc1ccc(-c2nnn(Cc3ccccc3)n2)cc1,-11%,-8%,3%,-0.2,81,-2.5%,3.5%,i,56,0.0%,-1%,
CCCCc1ccc(NC(=O)N2CCN(c3cc(C)nc4ccccc34)CC2)c(C)c1,4%,-2%,5%,22,103,0.3%,-0.5%,i,22,1.4%,-9%,
COc1ccc([C@H]2CC(=O)C=C(c3cc(C(F)(F)F)cc(C(F)(F)F)c3)C2)cc1,6%,.,.,3.2,54,1.9%,7.8%,i,45,.,-5%,
CCc1ccc(OCCn2ccnc2)cc1,18%,-3%,15%,-0.1,75,-0.4%,0.3%,i,57,-0.4%,-4%,
CCCC(=O)Nc1cccc(NC(=O)c2ccc([N+](=O)[O-])cc2Cl)c1,11%,0%,-1%,2.4,69,1.6%[50 µM],2.3%,i,30,-0.8%,-2%,
CN(C)C(=O)CCc1nc2sc3c(c2c(=O)[nH]1)CCCC3,18%,-8%,10%,-0.2,58,0.4%,0.6%,.,.,.,9%,
O=C(CNc1cccc2ccccc12)N/N=C/c1ccc(OC(=O)/C=C/c2ccco2)cc1,15%,23%,9%,.,.,0.2%,.,.,.,0.6%,1%,
COc1ccc(NC(=O)Nc2c(SC)nsc2SC)cc1,9%,11%,-5%,-0.7,39,1.9%,-1.3%,i,40,-0.6%,-10%,
CN(C)C(=O)c1ccccc1NC(=O)Cc1cccc2ccccc12,-5%,-12%,9%,1.2,62,-0.2%,0.8%,i,26,0.2%,2%,Dengue-2 NS5 capping pilot replicate=3.4
Cc1cc(/C(N)=N/OC(=O)Nc2ccccc2)no1,.,-7%,2%,0.0,52,.,0.7%,i,30,-0.1%,.,
CCSc1nc2ccccc2c(=O)n1CCc1ccc(OC)c(OC)c1,6%,-8%,6%,14,59,0.0%,2.1%,i,35,0.1%,-7%,
COc1ccccc1N(C)S(=O)(=O)c1ccc(C(=O)Nc2cc(F)ccc2C)cc1,-1%,.,.,-1.0,66,-2.1%,.,i,46,.,-1%,
Fc1ccc2cc(-c3cccnc3)ncc2c1,6%,.,.,-0.4,53,-0.7%,.,i,15,.,0%,
CCN(C(=O)COC(=O)C1CCN(S(=O)(=O)c2c(Cl)cccc2Cl)CC1)C1CCCCC1,12%,3%,29%,2.2,60,0.9%[50 µM],2.3%,i,11,0.1%,-5%,
O=C(Nc1cc(=O)[nH]c2ncnn12)c1ccccc1F,2%,-6%,8%,1.3,71,0.3%,1.9%,i,42,-0.6%,7%,
O=C(NCCc1c[nH]c2ccccc12)c1ccc2nc[nH]c2c1,5%,6%,8%,-0.1,61,1.4%[50 µM],-1.3%,i,38,.,-2%,
COc1cc2c(cc1OC)C(c1cc([N+](=O)[O-])ccc1O)NCC2 (centres undefined),7%,0%,2%,2.8,49,-0.4%,1.2%,i,28,0.2%,3%,
Cc1cccc(NC(=S)N/N=C/C(C)c2ccccc2)c1C (centres undefined),8%,-6%,3%,0.0,44,1.1%,3.0%,i,42,-0.5%,0%,
O=C1c2ccccc2S(=O)(=O)N1CCOc1ccc(F)cc1,6%,0%,7%,0.0,85,0.3%,1.3%,i,38,0.5%,5%,Dengue-2 NS5 capping pilot replicate=0.3
CCCCOc1ccc(C(=O)OCC(=O)Nc2cc(C)c(C)cc2[N+](=O)[O-])cc1,6%,-7%,11%,1.1,96,0.3%,2.0%,i,49,-0.4%,-7%,
CCOC(=O)c1sc2nccc(OC)c2c1N=CN(C)C,4%,-2%,7%,-1.1,30,-0.5%,1.0%,i,54,0.4%,-2%,
CCOc1ccc(N(CC(=O)NC2CCCC2)S(=O)(=O)c2ccccc2)cc1,4%,3%,6%,0.4,58,-0.2%,0.4%,i,23,-1.2%,-9%,
CCn1c(CNC(=O)c2ccco2)nnc1SCC(=O)Nc1ccccc1Cl,2%,9%,3%,-1.1,49,1.0%,0.7%,i,26,-0.3%,-13%,
Nn1c(SCC(=O)Nc2ccc3c(c2)OCCO3)nnc1-c1ccccn1,-18%,-6%,10%,0.5,70,0.2%[50 µM],1.1%,i,17,.,-8%,
CCN1C(=O)C(O)(C2COC(C)(C)CC2=O)c2ccccc21 (centres undefined),9%,4%,7%,-1.1,68,6.3%,-0.2%,i,43,-0.1%,-2%,
COc1ccc(C=O)cc1CSc1ncccc1C(=O)O,11%,1%,8%,-0.5,46,0.3%,1.0%,i,60,0.1%,1%,
O=S(=O)(c1ccccc1F)N1CCC(c2nc3ccccc3[nH]2)CC1,12%,-1%,2%,1.7,45,-1.0%,8.2%,i,58,-0.3%,4%,
O=C(Cc1ccc(S(=O)(=O)N2CCCC2)s1)Nc1nc2c(s1)CCCC2,8%,1%,19%,1.5,82,1.9%,15%,i,32,0.4%,-7%,
O=C(c1cn(Cc2ccccc2)nc1-c1ccccc1)N1CCN(c2ccccn2)CC1,-1%,.,.,0.7,48,-0.1%[50 µM],1.2%,i,35,.,6%,
COc1ccc(N(C(=O)c2cccnc2)S(=O)(=O)c2ccc(Cl)cc2)cc1,3%,.,.,-4.4,39,3.7%,2.1%,i,26,-0.2%,20%,
S=c1[nH]nc(COc2ccc(Cl)cc2)o1,9%,-29%,-2%,-3.4,95,-0.5%,1.3%,i,56,0.5%,-8%,Dengue-2 NS5 capping pilot replicate=-6.8
O=P(CCCO)(Cc1ccccc1)Cc1ccccc1,2%,-2%,-1%,-0.5,45,0.4%,0.4%,i,56,0.5%,4%,
S=C1NCCc2ccc(Cl)cc2C1c1ccccc1Cl (centres undefined),8%,-7%,7%,9.5,46,3.2%,0.1%,i,39,0.1%,-4%,
Cn1cnnc1SCC(=O)NCCC1=CCCCC1,4%,.,.,-2.0,62,0.6%[50 µM],.,i,56,.,-12%,
CC(=O)N1CCN(c2ccc(NC(=O)c3cc(Cl)ccc3Cl)cc2)CC1,7%,9%,10%,-0.2,56,1.0%,3.1%,i,9,?,-12%,
COc1ccc(CNC(=O)C2CCCN(S(=O)(=O)c3cnc[nH]3)C2)cc1 (centres undefined),-7%,2%,5%,0.1,51,-4.2%,0.3%,i,39,-0.3%,1%,
COC(=O)N(NC(=O)C(O)(C(C)C)C(C)C)c1ccccc1,4%,3%,8%,-0.2,57,0.8%,-0.6%,i,60,0.0%,-4%,
CC(=O)Nc1ccc(NC(=O)CC2SC(=O)N(CC(=O)c3ccccc3)C2=O)cc1 (centres undefined),2%,11%,-40%,-1.4,55,-0.4%,1.1%,i,15,-0.8%,-6%,
Cc1cc(/C=N/NC(=O)c2cccc([N+](=O)[O-])c2)c(C)n1-c1ccc(Cl)cc1Cl,6%,20%,13%,1.3,56,-0.2%,11%,i,49,0.1%,-1%,
COc1ccccc1NC(=O)CSc1ccc2nnc(CCNC(=O)c3ccccc3)n2n1,1%,5%,-8%,-1.2,71,1.2%[50 µM],3.1%,i,35,0.1%,-8%,
CC1(C)CC[C@]2(C(=O)O)CC[C@]3(C)C(=CC[C@@H]4[C@@]5(C)CC[C@H](O[C@@H]6O[C@H](C(=O)O)[C@@H](O)[C@H](O[C@@H]7OC[C@H](O)[C@H](O)[C@H]7O)[C@H]6O)C(C)(C)[C@@H]5CC[C@]43C)[C@@H]2C1,11%,.,.,3.2,36,-1.0%,.,i,48,.,31µM*,
CN(C)/N=C/c1ccc(P(c2ccc(/C=N/N(C)C)o2)c2ccc(/C=N/N(C)C)o2)o1,.,0%,7%,1.2,34,.,-0.5%,i,63,-0.5%,.,
